MBNL1 CUG block: blocks human MBNL1 binding to CUG repeat RNA. Q9NR56. TR-FRET MBNL1-His/biotin-(CUG)12 binding, 665/545 ratio. Potency, µM (top dose mostly 57.5 µM), for inactives: at the top dose activity change, negative = inhibition, most hits filed as inhibitors. actives 0.036% (n = 280,000); active = well fitted inhibition curve with a large enough effect in the signal ratio, with a control signal flat, not every such curve was filed as active; inconclusive = small, poorly fitted or top-dose-only effect, or effect the other way, or a change in a side signal; inactive = no such curve, though single readings can be large or run the other way; the % refers to the signal ratio; note: potency is the fitted concentration of half-maximal effect; % is set by controls: 0 for no effect and ±100 for the full control effect
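Compounds (final 92 nM to 58 uM) are added to His-tagged MBNL1 and biotin-(CUG)12, then terbium anti-His antibody and streptavidin-XL665 (5 nM final). After 60 min at room temperature, the 665/545 nm ratio is read.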
TSG101-PTAP inh: blocks PTAP/TSG101 interaction to inhibit HIV-1 budding; Potency, µM (doses to about 115 µM), without a hit: top-dose activity change, negative = inhibition, most hits filed as inhibitors; Q99816; Fluorescence polarization, FITC-PTAP peptide / Tsg101 binding; 340,000 tested, under 10 active; active = well fitted inhibition curve with a large enough effect in the main read-out, with a control signal flat, not every such curve was filed as active; inconclusive = small, poorly fitted or top-dose-only effect, or effect the other way, or a change in a side signal; inactive = no such curve, though single readings can be large or run the other way; note: potency is the fitted concentration of half-maximal effect; % of control where 0% means no effect
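FP read-out: FITC-PTAP peptide, 50 nM final, binding Tsg101 binding domain, 10 uM final; 20 min, r.t.; 10 mM HEPES pH 7.5, 0.15 M NaCl, 0.01% Tween 20, 3 mM EDTA, 0.1 mM TCEP.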
Mito fusion yeast: inhibitors of mitochondrial division or activators of mitochondrial fusion; Potency, µM (doses to about 46.1 µM), without a hit: at the top dose growth rescue (activation), most hits filed as activators; S. cerevisiae fusion-defective mutant growth rescue, CellTiterGlo 48 h; AID 485298; actives 0.23% (n = 320,000);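 note: potency is the fitted concentration of half-maximal effect; % of control where 0% means no effect; nearly all actives have a fitted effect of over 45% in size; temperature-sensitive fusion mutants such as fzo1-1 at 37 °C on non-fermentable ethanol glycerol medium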
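Compounds are tested for their ability to restore growth of mitochondrial fusion-defective yeast strains at non-permissive 37C in YPEG medium over 48 hours. Viability is quantified by luciferase luminescence.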
A-T KAP1 phos: candidate therapy for ataxia-telangiectasia; actives 0.19% (n = 320,000); AID 485349; […] A-T fibroblasts, KAP-1 phosphorylation AlphaLISA; neocarzinostatin DNA damage 30 min before lysis; Potency, µM (doses to about 57.5 µM), for the others: at the top dose activation, actives largely listed as activators; note: potency is the fitted concentration of half-maximal effect; % of control where 0% means no effect; nearly all actives have a fitted effect of over 45% in size
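ATM-like activity read as KAP-1 phosphorylation via AlphaLISA donor/acceptor antibody pairs after lysis and 6 hr at 25C. Cells were ATM-null patient fibroblasts ([…], hTERT), dosed 60 min, then exposed to the DSB inducer NCS for 30 min.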
TCR act: activators of T cell receptors. 330,000 tested, under 10 active. Potency, µM (doses to about 9.22 µM), without a hit: top-dose activation of IL-2 secretion, most hits filed as activators. AID 504894. primary human leukocytes, anti-CD3, IL-2 HTRF, 48 h; note: % of control where 0% means no effect
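IL-2 release read by HTRF sandwich (Eu cryptate donor, d2 acceptor, 665 nm emission) after 48 hr exposure of primary human leukocytes to compound together with anti-CD3 beads in the absence of co-stimulatory signals.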
S-ASM inh: human S-ASM enzyme inhibition; placental ASM, HMU-PC fluorogenic substrate, 60 min; Potency, µM (series often up to 57.5 µM), without a hit: at the highest dose activity change, negative = inhibition, usual class: inhibitors; P17405; actives 0.006% (n = 340,000); note: potency is the fitted concentration of half-maximal effect
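Human placenta-derived ASM enzyme was preincubated with compound for 10 minutes at room temperature, then given fluorogenic substrate HMU-PC0 (9 uM final) for 60 minutes at 37 °C; a pH 10 stop preceded fluorescence reading at Ex 386/Em 447 nm.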
TSHR antag: blocks TSH signaling through the human TSH receptor. P16473. TSHR-expressing cells, TSH-stimulated cAMP HTRF, 2 h; hits give low values. activity change, negative = inhibition, % at 11.5 µM. actives 0.2% (n = 330,000);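 active = activity change below a set negative limit, meaning inhibition stronger than a set level, cut at about -70% in these data; inconclusive = activity change between two set negative limits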; note: % is set by controls: 0 for no effect and ±100 for the full control effect
Target sequence (P16473 whole entry, looked up): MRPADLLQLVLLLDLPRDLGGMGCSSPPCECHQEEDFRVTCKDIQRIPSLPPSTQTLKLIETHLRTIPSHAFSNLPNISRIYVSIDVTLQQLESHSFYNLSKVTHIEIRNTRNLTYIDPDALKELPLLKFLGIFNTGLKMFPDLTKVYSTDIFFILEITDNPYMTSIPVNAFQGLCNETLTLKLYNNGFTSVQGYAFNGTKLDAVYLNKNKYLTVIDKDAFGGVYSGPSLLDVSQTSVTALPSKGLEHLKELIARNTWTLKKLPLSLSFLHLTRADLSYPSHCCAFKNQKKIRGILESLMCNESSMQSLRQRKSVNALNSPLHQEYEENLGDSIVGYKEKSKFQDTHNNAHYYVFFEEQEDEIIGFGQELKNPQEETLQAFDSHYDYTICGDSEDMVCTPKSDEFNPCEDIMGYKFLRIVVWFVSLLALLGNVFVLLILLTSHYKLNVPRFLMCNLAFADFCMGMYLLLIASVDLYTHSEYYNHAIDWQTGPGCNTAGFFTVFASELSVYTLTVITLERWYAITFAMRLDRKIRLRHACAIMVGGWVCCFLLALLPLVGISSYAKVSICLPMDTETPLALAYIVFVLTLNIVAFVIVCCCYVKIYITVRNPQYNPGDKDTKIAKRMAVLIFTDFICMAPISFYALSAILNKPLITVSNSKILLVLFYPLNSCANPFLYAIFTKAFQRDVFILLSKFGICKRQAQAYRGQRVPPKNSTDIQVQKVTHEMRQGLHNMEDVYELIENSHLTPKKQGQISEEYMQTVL
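Read-out is FRET at 665 nm (cryptate excitation 337 nm) from a cryptate-tagged anti-cAMP antibody, competed by cell cAMP against cAMP-d2. Compounds are tested on freshly harvested TSHR cells challenged with 4nM TSH (EC80) for 2 hours at 37 deg C.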
Integrin act MD: activates integrin-mediated alleviation for muscular dystrophy | alpha7betagal myoblasts, beta-gal FDG fluorescence, 48 h | Potency, µM (top dose mostly 38.3 µM), without a hit: at the top dose activation, most hits filed as activators | actives 0.064% (n = 350,000);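 note: potency is the fitted concentration of half-maximal effect; 100% = response of the positive control SU9516; nearly all actives have a fitted effect of over 60% in size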
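alpha7betagal+/- myoblasts (passage 13, 250/well) treated 48 h at 37C with compounds at 1:260 dilution of DMSO stock. Lysed, then beta-galactosidase activity read as FDG fluorescence (ex 480/em 540) after 30 min, with pre-read for autofluorescence.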
Menin MLL FP TR: inhibitors of human menin-MLL interaction, mutant MLL peptide | O00255 | Menin + Texas Red MLL mutant peptide, fluorescence polarization | Potency, µM (top dose mostly 61.6 µM), for the others: at the highest dose FP activity change, negative = inhibition, hits mostly inhibitors | actives 0.23% (n = 270,000); active = well fitted inhibition curve with a large enough effect in the polarisation, with a control signal flat, not every such curve was filed as active; inconclusive = small, poorly fitted or top-dose-only effect, or effect the other way, or a change in a side signal; inactive = no such curve, though single readings can be large or run the other way; the % refers to the polarisation; note: potency is the fitted concentration of half-maximal effect; % of control where 0% means no effect; many of its hits are not listed in these tables
MLL CXXC-DNA inh: blocks binding of human MLL CXXC domain to DNA | Potency, µM (titrated, usually from 115 µM), without a hit: top-dose activity change, negative = inhibition, most hits filed as inhibitors | actives 0.037% (n = 290,000) | MLL-CXXC / FITC-HOXA9 DNA fluorescence polarization; active = well fitted inhibition curve with a large enough effect in the polarisation, with a control signal flat, not every such curve was filed as active; inconclusive = small, poorly fitted or top-dose-only effect, or effect the other way, or a change in a side signal; inactive = no such curve, though single readings can be large or run the other way; the % refers to the polarisation; note: potency is the fitted concentration of half-maximal effect
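Steps: dispense CXXC domain solution (7 uM) → pin compounds or unlabeled HOX-A9 DNA control → 5 min ambient → add FLSN-HOX-A9 solution (50 nM) → spin → 30 min ambient → fluorescence polarization. Tris pH 7.5/NaCl/DTT/BSA buffer.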
Starred values were filed as active, the others as inactive; ? = inconclusive; . = not tested or not shown; [ ] = remark or other dose. Unless noted, calls come from the whole dose curve; as a rule, active = well fitted curve in the direction sought with a large enough effect; inconclusive = small, poorly fitted or top-dose-only effect, or another doubt; inactive = no such curve, though single readings can be large; an effect the other way counts as inactive or inconclusive.

SMILES	MBNL1 CUG block	TSG101-PTAP inh	Mito fusion yeast	A-T KAP1 phos	TCR act	S-ASM inh	TSHR antag	Integrin act MD	Menin MLL FP TR	MLL CXXC-DNA inh
CCOc1ccccc1NC(=S)N(CCN(C)C)C(C)c1ccncc1 (stereo not drawn)	-13%	0%	1%	7%	9%	0%	17	?	-26%	-12%
CN(CC(=O)NCc1ccco1)S(=O)(=O)c1cccc2cccnc12	5%	-9%	-1%	12%	1%	4%	1	-5%	6%	-3%
C[C@H](CO)N1C[C@H](C)[C@@H](CN(C)C(=O)Nc2ccccc2)Oc2ccc(NC(=O)C3CCCCC3)cc2C1=O	.	1%	.	-5%	-3%	0%	1	14%	.	.
N#Cc1c(NCCCO)nc(-c2ccccc2)c2c1CCCC2	-9%	-10%	10%	8%	6%	361%	-20	-6%	-11%	7%
COc1ccc(CNC(=O)c2ccc(C(C)C)cc2)cc1	3%	-2%	-5%	5%	5%	2%	0	12%	-7%	0%
Cc1ccc(C)n1-c1nccc(-c2cccs2)n1	19%	1%	-3%	3%	-4%	383%[activator]	-3	2%	59%[activator]	4%
COc1ccccc1NC(=O)C(C)N1CCN(C/C=C/c2ccccc2)CC1 (stereo not drawn)	-2%	0%	2%	-5%	-2%	4%	10	-41%	-12%	-7%
CC(O/N=C/c1ccc(OC(F)F)cc1)C(=O)Nc1cccc(S(=O)(=O)N2CCOCC2)c1 (stereo not drawn)	?	-2%	-2%	6%	1%[46.1 µM]	-16%	-1	-6%	18%	1%
COc1ccc(CN2CCSc3sccc3C2=O)cc1	-3%	2%	6%	-4%	7%	-2%	0	?	-18%	-2%
O=C(Nc1cc(C(=O)Nc2ccccc2C(=O)O)cc(C(=O)Nc2ccccc2C(=O)O)c1)c1ccccc1	?	-15%	3%	14%	1%	-22%	-18	-6%	.	18%
CCOc1ccc(S(=O)(=O)Nc2ccc3c(c2)OCO3)c2cccnc12	5%	-4%	0%	0%	1%	0%	14	20%	?	-8%
Cc1ccccc1NC(=O)c1c(Cl)nc(C)c(Cl)c1C	.	-9%	3%	6%	14%	0%	-4	-3%	-4%	11%
CC1=C(C(=O)Nc2ccccc2)C(c2ccc(Cl)cc2)n2c(s/c(=C/c3cccc(OCC(=O)O)c3)c2=O)=N1 (stereo not drawn)	24%	-5%	-1%	-5%	10%	25µM*	2	8%	?	-18%
COc1ccc(CNC(=O)CCSCc2cccc(Cl)c2)c(OC)c1	1%	-9%	5%	4%	-3%[46.1 µM]	2%	-9	-15%	-2%	15%
Cc1ccc(C)c(-n2c(SCC(=O)Nc3nonc3C)nnc2-c2ccoc2C)c1	-14%	-5%	9%	1%	4%	-1%	4	0%	2%	4%
COc1ccc2[nH]c(=O)c(CN(Cc3ccccc3OC)Cc3nnnn3CC3CCCO3)cc2c1 (stereo not drawn)	-4%	-1%	7%	15%	3%	16%	41	-18%	2%	-3%
Cc1ccc(Nc2cc(C)nc3ncnn23)c(C)c1	-3%	-1%	1%	-4%	.	-3%	13	-14%	-4%	2%
Cc1ccc(CN2C3=NC(=O)CN3c3ccccc32)cc1	0%	-7%	0%	.	-3%	2%	.	-24%	-7%	-5%
O=C(c1ccc2c(c1)OCCO2)N1CCN(S(=O)(=O)c2c(F)cccc2F)CC1	.	.	-1%	6%	5%	2%	-6	.	.	.
COc1ccc(/C=C2\SC(=O)N(CCNC(=O)C3CC4C=CC3C4)C2=O)cc1 (stereo not drawn)	?	-8%	-26%	-2%	4%	-3%	-12	4%	-4%	-6%
COc1ccc(/C=N/NC(=O)c2ccc3nc[nH]c3c2)cc1	.	-7%	4%	-2%	-5%	-5%	-2	8%	.	-2%
CCn1cc(/C=C(\NC(=O)c2ccccc2F)C(=O)N2CCOCC2)c2ccccc21	16%	-9%	14%	-1%	-3%	0%	-5	-23%	-19%	-2%
Cc1cn(CC2COC(C)(C)O2)c(=O)[nH]c1=O (stereo not drawn)	1%	-2%	-1%	-3%	-7%	5%	2	6%	-1%	-6%
O=C(CCc1nnc(Cc2ccc3c(c2)OCO3)o1)NC(c1ccccn1)C(F)(F)F (stereo not drawn)	-6%	-1%	5%	2%[11.5 µM]	0%	6%	-4	9%	-5%	7%
O=C(Nc1nncs1)c1cccnc1Cl	1%	-11%	-1%	-4%	-2%[46.1 µM]	7%	7	17%	-12%	-2%

2 of these compounds in a different format.
SMILES | MBNL1 CUG block | TSG101-PTAP inh | Mito fusion yeast | A-T KAP1 phos | TCR act | S-ASM inh | TSHR antag | Integrin act MD | Menin MLL FP TR | MLL CXXC-DNA inh
CN(CC(=O)NCc1ccco1)S(=O)(=O)c1cccc2cccnc12 | 5% | -9% | -1% | 12% | 1% | 4% | 1 | -5% | 6% | -3%
C[C@H](CO)N1C[C@H](C)[C@@H](CN(C)C(=O)Nc2ccccc2)Oc2ccc(NC(=O)C3CCCCC3)cc2C1=O | . | 1% | . | -5% | -3% | 0% | 1 | 14% | . | .

Other structures follow:
SMILES	MBNL1 CUG block	TSG101-PTAP inh	Mito fusion yeast	A-T KAP1 phos	TCR act	S-ASM inh	TSHR antag	Integrin act MD	Menin MLL FP TR	MLL CXXC-DNA inh
Cc1nonc1NC(=O)CSc1nc2c(C)cccc2cc1C#N	154%[activator]	8%	29%	6%	0%	11%	-9	7%	-1%	13%
CCNC(=O)N1c2ccccc2Sc2ccccc21	3%	-3%	1%	6%	1%	5%	-3	14%	-15%	16%
Cc1ccc(CN=C2Nc3ccccc3CS2)cc1	-4%	-3%	-7%	2%	7%	2%	-9	8%	-10%	17%
Cc1cc(C)c(S(=O)(=O)NCc2csc(C)n2)c(C)c1	-10%	-6%	18%	12%	1%	2%	11	-6%	?	-9%
O=C(CCNc1ccc(F)cc1)c1cc2ccccc2o1	6%	-1%	10%	-3%	5%	-2%	-8	-25%	7%	4%
CCN1CCC(=NNC(=O)c2ccco2)CC1	13%	-5%	-1%	1%	10%	0%	9	3%	1%	2%
O=C(NCCN1CCOCC1)c1cc(Br)ccc1Cl	0%	-5%	-1%	1%	-6%	4%	5	31%	4%	-2%
N#Cc1cnn2ccn(C3OC(CO)C(O)C3O)c12 (stereo not drawn)	-1%	-5%	0%	4%	3%	2%	5	-16%	3%	-2%
Cc1ccc(-c2nc(-c3cccnc3)sc2CC(=O)Nc2ccc3nc(C)sc3c2)cc1	7%	2%	-7%	-10%	2%[46.1 µM]	-18%	-11	-5%	21%	18%
O=C(NCCc1ccc(Cl)cc1)/C(=C/c1cccnc1)NC(=O)c1ccccc1	.	0%	-4%	6%	1%	6%	13	-6%	5%	-2%
CC(C)(C)CC(=O)N1CCN(Cc2ccc3c(c2)OCO3)CC1	-9%	-2%	3%	-14%	3%	4%	11	13%	-9%	2%
Cc1ccc(NC(=O)C2CCN(C(=O)c3ccccc3C)CC2)cc1	.	-2%	-3%	0%	-2%[46.1 µM]	3%	4	30%	6%	-4%
CCn1cc(C(=O)OCC(=O)Nc2c(C)cccc2C)c(=O)c2ccc(C)nc21	-2%	-4%	12%	4%	5%	-2%	4	-46%[inhibitor]	-17%	3%
CCC1C(=O)CC(c2ccccc2)NC1c1ccccc1 (stereo not drawn)	2%	-4%	8%	5%	0%	0%	5	5%	-8%	-12%
CCOC(=O)C1CCN(C(=O)Cn2nc(C)c3c(C)n(-c4ccccc4)nc3c2=O)CC1	7%	-14%	-5%	0%	12%	5%	-2	-4%	0%	-3%
COc1ccc2c(c1)c1nnc(SCC(=O)N3C(C)CCCC3C)nc1n2C (stereo not drawn)	?	-2%	-9%	4%	7%	-13%	-11	22%	-20%	2%
CCc1ccc2nc(NC3=NCN(CCN4CCOCC4)CN3)nc(C)c2c1	-4%	.	2%	1%	.	.	-1	.	-2%	14%
O=C(Nc1nc(COc2ccccc2)cs1)C1CCC1	?	-2%	17%	3%	-4%[46.1 µM]	-2%	-1	-12%	44%[activator]	7%
COc1cc(NC(=O)CN(c2cc(C)cc(C)c2)S(=O)(=O)c2c(C)noc2C)cc(OC)c1	-16%	0%	-3%	16%	1%[46.1 µM]	-1%	-9	-30%	-1%	19%
COc1ccccc1CN1CCNC(=O)C1CC(=O)NC1Cc2ccccc2C1 (stereo not drawn)	-1%	-3%	0%	2%	1%	11%	-6	-37%	-18%	1%
Cc1ccccc1OCC(=O)NCCC(=O)O	4%	-5%	-2%	11%	-3%	0%	-7	12%	-8%	4%

Screens as filed in PubChem BioAssay.

A portion of the library (hit frequency here may not be typical).
